Compound activity (PubChem BioAssay)
PLCb3 inh: human PLC-beta3 inhibitors, primary screen, biochemical, fluorescence; 1-phosphatidylinositol 4,5-bisphosphate phosphodiesterase beta-3 (Homo sapiens), Q01970; AID 720704, 2013; 0.18% of 370,000 active; inhibition, % at 12.2 µM; Purified PLC-beta3, fluorogenic substrate; in the data active = inhibition above about 11%;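 also: 0% = median of compound wells on plate and 100% = full blocker control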
DDE Tn6 FP inh: inhibitors of Tn6 peptide binding to fibrin DD(E), primary screen, biochemical, fluorescence polarization, human fibrin, Tn6 probe; AID 720509, 2013; Fibrinogen beta chain (Homo sapiens), P02675; Fibrin DD(E) TRITC-Tn6 fluorescence polarization displacement; 0.21% of 370,000 active; inhibition, % at 8.3 µM;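 active = inhibition above a per-campaign cutoff: mean of compounds within control limits plus 3 SD, cut at about 15% in these data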;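 also: 0% = median of all compound wells on the plate and 100% = blocking peptide control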
Rev-erbA mod: modulators of Rev-erb alpha DNA binding, primary screen, biochemical, FITC-DNA, fluorescence polarization, uHTS; AID 1259318, 2017; Nuclear receptor subfamily 1 group D member 1 (Homo sapiens), P20393; Rev-erbα–FITC-DNA binding, 90 min; activity, % at 10 µM; 0.79% of 370,000 active;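 active = activity above about 14%, limit read from the data; passing the limit was not always enough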;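 also: 0% = DMSO wells with 35 nM protein and 100% = DMSO wells with 750 nM protein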
ASAP1 inh: inhibitors of human ASAP1 ArfGAP activity, primary screen, biochemical, fluorescence polarization; ASAP1-stimulated ARF1 GTP hydrolysis, GDP FP detection; inhibition, % at 16.5 µM; AID 624377, 2012; Arf-GAP with SH3 domain, ANK repeat and PH domain-containing protein 1 (Homo sapiens), …; 0.19% of 360,000 active; in the data active = inhibition above about 25%;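 also: 0% = vehicle with enzyme and substrate and 100% = no enzyme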
Target sequence (Q9ULH1 325-724 limits assumed): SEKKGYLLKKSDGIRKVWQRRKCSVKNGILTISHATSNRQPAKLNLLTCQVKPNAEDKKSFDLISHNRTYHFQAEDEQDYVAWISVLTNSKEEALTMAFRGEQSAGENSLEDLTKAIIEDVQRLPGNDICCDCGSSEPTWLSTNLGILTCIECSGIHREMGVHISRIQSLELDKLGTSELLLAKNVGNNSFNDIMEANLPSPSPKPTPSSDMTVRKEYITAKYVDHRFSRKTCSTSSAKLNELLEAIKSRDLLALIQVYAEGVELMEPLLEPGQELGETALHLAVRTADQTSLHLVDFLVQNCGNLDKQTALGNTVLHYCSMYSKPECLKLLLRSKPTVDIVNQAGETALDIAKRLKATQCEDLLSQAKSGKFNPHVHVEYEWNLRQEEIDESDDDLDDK
PLCg1 inh: PLC-gamma1 enzyme inhibitors, primary screen, biochemical, fluorescence, purified enzyme. 0.84% of 370,000 active. AID 720700, 2013. inhibition, % at 12.2 µM. fluorogenic substrate. 1-phosphatidylinositol 4,5-bisphosphate phosphodiesterase gamma-1 (Homo sapiens), P19174; in the data active = inhibition above about 9.5%
DDE Tn7 FP inh: inhibitors of Tn7 peptide binding to fibrin DD(E), primary screen, biochemical, fluorescence polarization, human fibrin, Tn7 probe; 0.13% of 370,000 active; inhibition, % at 8.3 µM; AID 720508, 2013; Fibrinogen beta chain (Homo sapiens), P02675; FP displacement of FITC-Tn7 peptide from fibrin DD(E); 0% = median of compound wells per plate;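 active = inhibition above the mean of compounds falling within the control limits plus 3 SD of them, cut at about 14% in these data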;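 also: 0% = plate median of compound wells and 100% = 10 µM Aha-Tn7 peptide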
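System: human fibrin DD(E); quantity: Fibrin-DD(E) at 2 µM final; also added: fluorescent Tn7 probe at 0.1 µM; compound dosing: single nominal test concentration of 8.3 µM per compound; schedule: 10 min preincubation, 3 h with tracer, room temperature; detection: fluorescence polarization of the labelled Tn7 tracer; repeats: one replicate per compound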
KLK7 zymogen act: proKLK7 zymogen activators, primary screen, biochemical, fluorescence intensity; Kallikrein-7 (Homo sapiens), P49862; purified proKLK7, EDANS-DABCYL substrate fluorescence; 100% is mature enzyme control, 0% vehicle; activation, % at 7 µM; 0.9% of 370,000 active;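 active = activation above the mean of all tested compounds plus 3 SD, computed per campaign excluding outliers beyond control limits, cut at about 13% in these data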
ARFGAP1 inhibitor: inhibitors of rat ARFGAP1 GAP activity, primary screen, biochemical, fluorescence polarization, GDP tracer; Arfgap1-stimulated ARF1 GTP hydrolysis, GDP FP detection; inhibition, % at 16.5 µM; 0.26% of 360,000 active;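 active = inhibition above a per-plate limit, mean inhibition of low control wells plus 3 SD, cut at about 25% in these data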;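 also: 0% = DMSO wells with enzyme and 100% = wells lacking Arfgap1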
Target sequence (Q62848 1-136 limits assumed): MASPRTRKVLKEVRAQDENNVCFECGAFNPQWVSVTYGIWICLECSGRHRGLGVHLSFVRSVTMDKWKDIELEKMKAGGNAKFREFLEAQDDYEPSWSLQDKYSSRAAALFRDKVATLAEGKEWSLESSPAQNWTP
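System: truncated rat Arfgap1 GAP domain / Medium: HEPES-based buffer, pH 7.5 / Also added: N-terminally truncated human ARF1-GTP substrate / Incubation: enzyme reaction 120 min at 25 °C after 20 min preincubation / Measured by: FP of antibody-bound GDP Alexa 633 tracer, ex 620/em 688 nm / Replicates: singlicate, each compound tested once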
UHRF1 MBD2 ctr: UHRF1 methylated DNA binding inhibitors, primary screen, counter-screen for MBD2 inhibitor project, biochemical, TR-FRET, human UHRF1, single concentration; E3 ubiquitin-protein ligase UHRF1 (Homo sapiens), Q96T88; UHRF1 binding to methylated oligo; inhibition, % at 4.4 µM; 0.75% of 370,000 active; AID 687016, 2013; in the data active = inhibition above about 21%;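 also: UHRF1 SRA domain binding a hemimethylated CpG hairpin DNA probe; 0% = median of test compound wells and 100% = reference inhibitor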
HGIII-sPLA2 inh: human group III sPLA2 inhibitors, primary screen, biochemical, QFRET, BODIPY PC-A2 liposome substrate. inhibition, % at 12.2 µM. 0.56% of 370,000 active. QFRET BODIPY PC-A2 liposome hydrolysis, fluorescence. AID 743126, 2013. Group 3 secretory phospholipase A2 (Homo sapiens), Q9NZ20;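 active = inhibition above mean plus 3 SD of compounds lying within the high and low control bounds, cut at about 19% in these data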;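 also: 0% = median of test compound wells and 100% = no enzyme DMSO wells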
Target sequence (Q9NZ20 whole entry, looked up): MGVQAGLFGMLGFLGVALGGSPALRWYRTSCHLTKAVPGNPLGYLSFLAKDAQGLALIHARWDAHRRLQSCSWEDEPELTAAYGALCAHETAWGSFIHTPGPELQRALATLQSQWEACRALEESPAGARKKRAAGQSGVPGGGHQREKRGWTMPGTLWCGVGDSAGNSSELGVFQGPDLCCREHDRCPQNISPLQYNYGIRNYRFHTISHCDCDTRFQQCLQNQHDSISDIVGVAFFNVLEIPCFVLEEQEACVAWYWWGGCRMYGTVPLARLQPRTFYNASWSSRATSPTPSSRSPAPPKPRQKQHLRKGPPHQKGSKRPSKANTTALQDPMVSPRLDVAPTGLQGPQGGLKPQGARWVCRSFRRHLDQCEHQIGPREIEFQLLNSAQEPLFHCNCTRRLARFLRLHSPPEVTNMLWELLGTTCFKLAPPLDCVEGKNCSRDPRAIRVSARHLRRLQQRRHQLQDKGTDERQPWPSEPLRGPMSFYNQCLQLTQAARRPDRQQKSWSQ
* marks the source's active call; other numbers are inactive results; x = no result given; & = joins results of further samples. Rows are unselected, and some 4.5% of all compounds hit somewhere here.

Below each SMILES – HGIII-sPLA2 inh	DDE Tn7 FP inh	UHRF1 MBD2 ctr	ASAP1 inh	Rev-erbA mod	KLK7 zymogen act	PLCb3 inh	DDE Tn6 FP inh	ARFGAP1 inhibitor	PLCg1 inh
C=CCn1c(SC(C)CC)nc(O)cc1=O (configuration not stated)
  0	3	2	-3	-5	-0.5	0	-1	-2	-2
CCNc1ccc(S(=O)(=O)C(F)(F)F)cc1NC(=O)C12CCC(CC1)C2
  7	-3	-3	7	4	-0.9	2	-9	-4	1
O=C(C1=C[C@H](c2ccccc2)C[C@H](OCCCCO)O1)N1CCN(Cc2ccccc2)CC1
  -10	5	2	4	-5	0.5	-11	4	-6	-11
CSc1cc(-c2ccc(Cl)cc2)n(Cc2ccccc2)c(=O)c1C#N
  3	2	-1	7	32*	0.2	0	11	-10	-2
CN(C)c1ccc(/C=N/N(Cc2ccccc2)c2ccccc2)cc1
  8	9	17	-2	-2	0.0	0	3	14	4
CC(=O)NC(C)(CC(=O)c1ccccc1)c1ccccc1 (configuration not stated)
  18	4	3	6	-7	0.8	-7	-9	16	3
O=C(CCc1ccc(S(=O)(=O)N2CCOCC2)cc1)Nc1c(F)cccc1F
  -2	-7	2	3	0	-0.2	-3	-1	2	0
COC(=O)c1cscc1S(=O)(=O)Cc1ccccc1
  -3	-1	-1	-6	-2	0.1	-5	-4	-3	1
O=C(Nc1ccccc1Cl)NC1(C(=O)NCC2CCCO2)CCCCC1 (configuration not stated)
  2	1	1	-6	2	0.1	-6	-3	-4	2
COc1ccc(C(O)c2nc(/C=C/c3ccc(C(F)(F)F)cc3)cs2)cc1 (configuration not stated)
  3	-4	2	8	10	0.0	-15	2	5	-9
CCOC(=O)c1ccc(S(=O)(=O)N2CCC(C(=O)NCC3CCCCC3)CC2)cc1
  8	-4	1	0	0	0.6	-8	7	-6	5
CCC1(CCC(C)C)SC(N)=NC1=O (configuration not stated)
  -2	-2	-1	0	-3	0.1	1	-4	2	-1
CC(C)(C)C(=O)NC(=S)NCc1ccccc1
  10	4	-2	-19	2	0.0	2	-2	-1	2
CC(C)(C)c1ccc(OCC(=O)NNC(=O)CCc2ccccc2)cc1
  -33	2	1	-1	-1	0.0	-1	-4	-8	6
CCCCN1C(=O)/C(=c2\sc3nc(=O)c(-c4ccccc4)nn3c2=O)c2ccccc21
  -1	1	0	-9	-2	0.0	-4	-7	6	-3

Below each SMILES – HGIII-sPLA2 inh	DDE Tn7 FP inh	UHRF1 MBD2 ctr	ASAP1 inh	Rev-erbA mod	KLK7 zymogen act	PLCb3 inh	DDE Tn6 FP inh	ARFGAP1 inhibitor	PLCg1 inh
Cc1cc(=O)[nH]c(=S)[nH]1
  -6	0	-4	2	-3&4	0.0	-2	-1	0	-1
NC(=O)c1noc(C(=O)N(CC(=O)NC2CCCC2)Cc2ccc3c(c2)OCO3)c1N
  1	-5	2	16	-2	-0.3	1	-14	10	-3
CCOC(=O)CSc1nc(C)c(C(=O)OCC)s1
  2	-2	3	2	-3	0.2	-2	5	9	2
CC1CCc2nc(N)c(C#N)c(-c3cccnc3)c2C1 (configuration not stated)
  11	-4	2	-1	5	0.5	-60	9	-4	-48
Cc1ccc(NC(=O)CSc2nnc(-c3cnccn3)n2C)cc1C
  9	2	3	2	1	-0.8	-8	-9	10	9.7*
CCOC(=O)Cn1nc(-c2ccc(Cl)cc2)cc1N
  -14	2	-2	-4	8	-0.5	-1	-2	12	-3
O=C(Nc1cccc(F)c1)c1cc(S(=O)(=O)N2CCC3(CC2)OCCO3)ccc1F
  -3	-6	2	3	0	0.6	-6	-3	1	2
Nn1c(SCC(=O)NCCc2ccc(S(N)(=O)=O)cc2)nnc1C1CCCCC1
  3	-1	0	9	-5	-0.7	-2	-6	-8	2
CCN(CC1CCCO1)C(=O)c1cc(COc2ccccc2SC)on1 (configuration not stated)
  6	0	2	-2	0	0.0	-6	4	-1	0
CC(=O)c1ccc(S(=O)(=O)Nc2ccc(C(=O)N(C)CC(=O)Nc3cccc(C)c3C)cc2)cc1
  3	-2	0	-4	0	-0.9	-7	4	-3	1
CCn1c(SCC(=O)N2CCCCCC2)nc2c(c1=O)SCC2
  1	4	-3	0	6	-0.5	4	6	5	6
COc1ccc(Nc2oc(-c3ccc(F)cc3)nc2C#N)cc1
  -1	2	0	11	-1	-0.1	-45	-4	9	-28
O=C(COC(=O)COc1ccccc1[N+](=O)[O-])NC1CCCC1
  1	-2	18	-6	-4	0.5	6	2	-5	-1
CCOc1ccc(S(=O)(=O)n2ccnc2)c2ccccc12
  8	1	2	5	-7	0.2	-2	5	1	-1
O=C(CCCC(=O)N(CC(=O)NC1CCCC1)Cc1ccc(F)cc1)Nc1ccccn1
  -2	4	-2	-14	0	0.1	3	5	-8	4

Below each SMILES – HGIII-sPLA2 inh	DDE Tn7 FP inh	UHRF1 MBD2 ctr	ASAP1 inh	Rev-erbA mod	KLK7 zymogen act	PLCb3 inh	DDE Tn6 FP inh	ARFGAP1 inhibitor	PLCg1 inh
S=C(N/N=C/c1ccc2c(c1)OCO2)NC1CC2CCC1C2 (configuration not stated)
  0	0	-2	2	-1	0.1	-1	-3	-3	4
Cc1ccc(N(C(=O)c2csnn2)C(C(=O)NC2CCCCC2)c2ccccn2)cc1 (configuration not stated)
  0	-8	2	-4	4	0.5	-2	5	-6	-1
CNc1c2cccc(C)c2nc2c(C(=O)NCCN(C)C)cccc12
  -24	-7	61*	-9	15*	7.6	-91	2	0	-71
CCOC(=O)c1ccc(NC(=O)CSc2nnc(-c3cccc(C)c3)n2C)cc1
  6	0	0	x	3	0.3	-3	6	x	-1
Cc1ccc(-n2c(SCC(=O)N3CC(=O)Nc4ccccc43)nc3ccccc3c2=O)cc1C
  -6	-3	-1	-9	-4	0.2	2	-6	6	0
CCN1C(=O)N[C@@H](c2ccccc2)C(C(=O)OC)=C1C
  0	4	2	5	6	-0.2	-2	1	0	-2
Cc1ccc(CSC2=Nc3ccccc3C3=NC(CC(=O)NCc4ccco4)C(=O)N23)cc1 (configuration not stated)
  -15	5	1	-5	-5	-0.4	-11	3	12	-9
Cc1cccc(N(Cc2cc(=O)[nH]c3ccccc23)C(=O)CCl)c1
  6	2	0	0	-7	-1.0	-10	-6	-13	1
CC(C)(C)NC(=O)CN(C(=O)CNS(=O)(=O)c1ccccc1)c1ccc2c(c1)OCCO2
  4	-6	3	6	-2	-0.1	3	5	6	7
CN(C)C(CNC(=O)C1CCN(S(=O)(=O)c2cc(Cl)ccc2Cl)CC1)Cc1ccccc1 (configuration not stated)
  2	1	0	-1	-4	-0.2	-7	1	6	4
COc1ccc(CNC(=O)N(C)C[C@@H]2OCc3ccccc3-c3c(n(C)c4ccccc34)C(=O)N([C@@H](C)CO)C[C@@H]2C)cc1
  -9	0	2	14	-4	0.2	3	0	-6	-3
CC(=O)Nc1ccc(-c2csc(NC(=O)Nc3ccccc3)n2)cc1
  -27	6	1	-11	-3	0.4	-21	-2	10	-13
CCOc1ccc(NS(=O)(=O)c2ccc(C(=O)NCCCN3CCOCC3)cc2)cc1
  -4	-8	4	0	4	0.0	-2	5	5	1
CC(=O)OC1CCC2(C)C(CCC3C2CC(=O)C2(C)C3CC(C(C(C)=O)C(C)=O)C2C(C)=O)C1 (configuration not stated)
  4	-7	16	-3	-5	1.2	1	1	-2	-1
COc1ccc(CCNC(=O)CSc2nc(N)c3c(C)c(C)oc3n2)cc1OC
  -1	-1	2	10	-4	-0.9	-1	4	-3	-1

Below each SMILES – HGIII-sPLA2 inh	DDE Tn7 FP inh	UHRF1 MBD2 ctr	ASAP1 inh	Rev-erbA mod	KLK7 zymogen act	PLCb3 inh	DDE Tn6 FP inh	ARFGAP1 inhibitor	PLCg1 inh
COC(=O)CC1C(=O)NCCN1C(=S)Nc1ccccc1Cl (configuration not stated)
  2	5	-2	-10	2	0.3	-4	5	15	0
CC(CN1CCOCC1)OC(=O)C1COc2ccccc2O1 (configuration not stated)
  6	-4	0	-6	-1	-0.4	0	2	3	0
COc1ccc(NS(=O)(=O)c2cccc(C(=O)NNC(=O)CNC(=O)c3ccccc3Cl)c2)cc1
  -17	-4	-2	10	4	-0.2	4	0	10	1
CC(=O)Oc1ccc2oc3c(c2c1)C(=O)CCC3
  4	-8	-1	-17	3	-0.4	4	2	9	0

In the list so far, these contain a Cl atom:
Below each SMILES – HGIII-sPLA2 inh	DDE Tn7 FP inh	UHRF1 MBD2 ctr	ASAP1 inh	Rev-erbA mod	KLK7 zymogen act	PLCb3 inh	DDE Tn6 FP inh	ARFGAP1 inhibitor	PLCg1 inh
CSc1cc(-c2ccc(Cl)cc2)n(Cc2ccccc2)c(=O)c1C#N
  3	2	-1	7	32*	0.2	0	11	-10	-2
O=C(Nc1ccccc1Cl)NC1(C(=O)NCC2CCCO2)CCCCC1 (configuration not stated)
  2	1	1	-6	2	0.1	-6	-3	-4	2
CCOC(=O)Cn1nc(-c2ccc(Cl)cc2)cc1N
  -14	2	-2	-4	8	-0.5	-1	-2	12	-3
Cc1cccc(N(Cc2cc(=O)[nH]c3ccccc23)C(=O)CCl)c1
  6	2	0	0	-7	-1.0	-10	-6	-13	1
CN(C)C(CNC(=O)C1CCN(S(=O)(=O)c2cc(Cl)ccc2Cl)CC1)Cc1ccccc1 (configuration not stated)
  2	1	0	-1	-4	-0.2	-7	1	6	4
COC(=O)CC1C(=O)NCCN1C(=S)Nc1ccccc1Cl (configuration not stated)
  2	5	-2	-10	2	0.3	-4	5	15	0
COc1ccc(NS(=O)(=O)c2cccc(C(=O)NNC(=O)CNC(=O)c3ccccc3Cl)c2)cc1
  -17	-4	-2	10	4	-0.2	4	0	10	1
